High-throughput results deposited in PubChem BioAssay by several laboratories.
TCR CD3 inh: blocks the human TCR-CD3 interaction. TAMRA-labeled TCR probe fluorescence, biochemical. inhibition, % at 9.4 µM. 360,000 tested, 0.37% active. AID 651800; in the data active means inhibition above about 19%;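 further: recombinant mutant TCR 2C K166C tagged with TAMRA read by polarization; 0% = receptor in buffer alone and 100% = receptor with positive control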
HTRA1 inhibitor: HTRA1 (human) protease inhibition | AID 504803 | Q92743 | inhibition, % at 5.96 µM | recombinant HTRA1, FP-rhodamine activity-based probe, fluorescence polarization | 340,000 tested, 0.5% active; in the data active means inhibition above about 36%;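 further: 0% = enzyme with DMSO and 100% = wells lacking enzyme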
LEDGF integ inh: blocks HIV-1 LEDGF/p75-dependent DNA integration; TR-FRET IN-LEDGF/p75 DNA integration, Eu/Cy5; inhibition, % at 3.7 µM; 370,000 tested, 0.64% active; AID 743269;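 active means inhibition above the screen-wide mean plus 3 SD, cut at about 13% in these data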;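 further: signal is the Cy5 over europium emission ratio at 671 and 618 nm; 0% = plate median of compound wells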
SIAE primary: blocks human sialic acid acetylesterase. SIAE FP-Rh probe binding, fluorescence polarization. inhibition, % at 9.66 µM. Q9HAT2. AID 1053197. 370,000 tested, 0.69% active;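 active means inhibition above a cutoff: mean of compounds within the control limits plus 3 SD of those, cut at about 17% in these data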;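 further: 0% = plate median of compound wells and 100% = probe without SIAE protein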
PRMT1 inh: PRMT1 (human) inhibition, primary screen; recombinant PRMT1, activity-based probe fluorescence polarization; AID 652257; 370,000 tested, 1.3% active; inhibition, % at 2.79 µM; Q99873;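 active means inhibition above about 21% made by adding two undisclosed values, limit read from the data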
ABHD4 inh: inhibitors of mouse ABHD4 | Q8VD66 | purified mABHD4, FP-Rh probe fluorescence polarization | inhibition, % at 8.92 µM | 370,000 tested, 0.54% active;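 active means inhibition exceeding the mean over every tested compound plus 3 SD, cut at about 30% in these data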;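 further: 0% = plate median of compound wells and 100% = S159A mutant with DMSO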
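Assay system: mouse ABHD4 enzyme, wild type / Also added: fluorescent activity-based probe FP-Rh / Doses: single nominal dose of 8.92 µM, 0.89% DMSO final / Timing: 45 min compound pre-incubation plus 60 min probe step, 25 °C / Signal: FP readout, ex 525 nm / em 598 nm / Control set: S159A mutant/DMSO as 100%, compound-well median as 0%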
TDP2 inh: blocks human TDP2 phosphodiesterase activity; inhibition, % at 12.8 µM; O95551; AID 720702; 370,000 tested, 0.34% active; recombinant TDP2, T5PNP hydrolysis, p-nitrophenol absorbance 415 nm;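 active means inhibition above the mean of all tested compounds plus 3 SD, set per campaign, cut at about 25% in these data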;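 further: 0% = DMSO with enzyme and 100% = buffer with substrate but no TDP2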
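System – recombinant human TDP2 · Amount – 120 nM TDP2 per well · Buffer or medium – Mg2+-containing Tris-HCl buffer, pH 7.5 · Reagent – T5PNP substrate, 5 mM · Dosing – 12.8 µM single point, 1% DMSO · Incubation – 2 h at 37 °C · Measured by – epi absorbance · Read-out basis – percent inhibition · Benchmarks – high control without enzyme, low control DMSO plus TDP2 · Repeats – singlicate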
GC-B act: GC-B (human) receptor activation. P20594. HEK293-GC-B cells, CNP EC30, cGMP TR-FRET; 0% at EC30 CNP, 100% saturating CNP. activation, % at 10 µM. 370,000 tested, 0.11% active;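 active means activation at 10 µM reaching about 35% in either raw or pattern-adjusted values, limit read from the data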
Target sequence (P20594 whole entry, looked up): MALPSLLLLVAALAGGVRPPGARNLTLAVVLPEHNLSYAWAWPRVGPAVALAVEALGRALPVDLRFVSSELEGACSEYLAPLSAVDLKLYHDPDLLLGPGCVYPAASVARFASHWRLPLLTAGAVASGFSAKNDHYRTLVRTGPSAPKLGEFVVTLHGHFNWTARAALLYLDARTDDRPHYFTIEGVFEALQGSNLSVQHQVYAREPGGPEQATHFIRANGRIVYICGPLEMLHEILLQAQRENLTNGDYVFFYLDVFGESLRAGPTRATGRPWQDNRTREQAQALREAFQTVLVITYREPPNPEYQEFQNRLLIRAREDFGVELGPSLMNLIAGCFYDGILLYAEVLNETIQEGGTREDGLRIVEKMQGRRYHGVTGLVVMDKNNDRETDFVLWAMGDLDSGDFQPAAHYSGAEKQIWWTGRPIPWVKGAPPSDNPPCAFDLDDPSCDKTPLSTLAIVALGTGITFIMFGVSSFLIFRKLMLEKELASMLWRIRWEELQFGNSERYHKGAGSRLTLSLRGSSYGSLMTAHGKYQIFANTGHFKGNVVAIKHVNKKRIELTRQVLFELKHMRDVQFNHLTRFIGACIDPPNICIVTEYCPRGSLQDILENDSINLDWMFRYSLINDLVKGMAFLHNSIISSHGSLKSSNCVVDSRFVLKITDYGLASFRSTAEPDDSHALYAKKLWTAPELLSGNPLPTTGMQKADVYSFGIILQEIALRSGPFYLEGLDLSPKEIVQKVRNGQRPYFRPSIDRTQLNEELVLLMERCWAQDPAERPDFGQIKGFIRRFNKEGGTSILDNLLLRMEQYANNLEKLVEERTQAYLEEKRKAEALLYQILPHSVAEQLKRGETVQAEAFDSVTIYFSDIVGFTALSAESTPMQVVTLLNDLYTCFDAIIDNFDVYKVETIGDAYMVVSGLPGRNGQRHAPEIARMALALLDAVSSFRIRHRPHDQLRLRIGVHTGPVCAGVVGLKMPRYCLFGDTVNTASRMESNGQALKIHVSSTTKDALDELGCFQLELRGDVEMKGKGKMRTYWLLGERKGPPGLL
rCAG RNA binder: binds r(CAG) RNA repeats; r(CAG) RNA repeat, TO-PRO-1 dye displacement fluorescence; inhibition, % at 3 µM; 370,000 tested, 1.3% active; AID 651821;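 active means inhibition above the plate cutoff, the mean of all test compounds on that plate plus 3 SD, cut at about 35% in these data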;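 further: 0% = DMSO alone and 100% = 100 µM mitoxantrone as full dye displacement; higher means more dye released from RNA so lower well fluorescence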
MBD2 DNA inh: MBD2-methylated oligo binding inhibition; Q9UBB5; TR-FRET, MBD2 binding to methylated oligonucleotide; 370,000 tested, 0.31% active; inhibition, % at 4.4 µM; in the data active means inhibition above about 13%
Starred values were filed as active, the others as inactive; nt = not tested or not shown. An excerpt; rates above refer to the full screens.

SMILES	TCR CD3 inh	HTRA1 inhibitor	LEDGF integ inh	SIAE primary	PRMT1 inh	ABHD4 inh	TDP2 inh	GC-B act	rCAG RNA binder	MBD2 DNA inh
CCOc1ccc(NC(=O)[C@@H]2CCC(=O)N2C2OC(=O)c3ccccc32)cc1 (stereo partly specified)	1	3	1	-5	0	-4	3	3	-2	1
COC(=O)c1ccc(CSc2nnc(NCc3ccccc3)s2)o1	3	1	-2	3	4	-3	-2	-2	-1	-7
CN(CC(=O)Nc1ccc(OC(F)(F)F)cc1)C(=O)c1ccccc1SCC(=O)N1CCCC1	0	-9	2	-4	-1	-6	4	10	-2	-5
CCC(C)C(NC(=O)C1CCC(C)CC1)C(=O)NCc1ccccn1 (stereo unspecified)	6	5	4	-7	-1	-6	-10	-1	-5	-3
Cc1c(/C=C/C(=O)c2ccccc2O)cnn1C	-6	1	2	0	0	-4	-15	-3	-1	-2
COc1ccc([C@H]2CN(c3ccccc3)C(=O)[C@@H]2CC(=O)Nc2ccccc2)cc1	-11	-15	-3	-2	-2	-2	-4	-2	4	-1
CC1CCN(S(=O)(=O)c2cccc(C(=O)NC3CCCCC3)c2)CC1	-2	3	-2	-4	8	-2	-7	4	-7	-1
CC(C)c1ccccc1NC(=S)NCc1nc2ccccc2[nH]1	0	-4	1	-1	3	3	3	-5	0	-4
Cn1nc2sc3ccccc3n2c(=O)c1=O	2	8	-2	1	1	-2	-2	13	1	-1
COc1ccc(NS(=O)(=O)c2cccc(C(=O)NCCCn3ccnc3)c2)cc1	0	4	-1	1	5	-7	-19	-1	-1	2
COc1cc2c(cc1NC(=O)CSc1nnnn1-c1ccccc1)oc1ccccc12	1	2	1	2	1	3	-10	1	8	-4
CCOC(=O)N1CCN(C(=O)CCS(=O)(=O)c2ccc(Br)s2)CC1	0	9	2	17*	-2	6	1	0	-1	-1
O=C(CSc1nnc(-c2cccc(F)c2)o1)N1CCCC1	-1	-4	7	-1	-5	-12	-13	-5	-1	2
CC1=NN(c2ccccc2)C(=O)C1C(=S)SC1CC(=O)NC1=O (stereo unspecified)	-4	8	2	11	14	4	10	0	3	-10
CC(=O)Nc1ccc(S(=O)(=O)NCCSCc2ccc(Cl)cc2Cl)cc1	2	-32	1	-11	1	-41	0	-6	11	-1
CCc1nnc(NC(=O)CS(=O)(=O)c2ccccc2)s1	-6	3	0	2	-5	8	9	8	2	3
COc1ccc(N=Nc2cnc(C)nc2-c2ccccc2)cc1	-5	13	-4	-3	-2	-3	-16	-6	5	-4
Cc1ccc(NC(=O)N2CCCC2C(=O)NCC2CCCCC2)cc1 (stereo unspecified)	-2	0	-3	4	-1	6	6	-1	2	0
COc1ccccc1C1NC=C([N+](=O)[O-])C=C1[N+](=O)[O-] (stereo unspecified)	-14	8	0	3	24*	14	4	-4	17	-3
O=C(COc1ccccc1-c1ccccc1)N/N=C/c1cccnc1	6	-9	2	-1	-8	-10	1	-1	-5	4
CC1CCN(S(=O)(=O)c2ccc(C(=O)N3CCCC(C(F)(F)F)C3)cc2)CC1 (stereo unspecified)	2	4	1	0	-1	-1	14	-2	-7	3
CN(C)CCCNc1ncnc2oc(-c3ccccc3)c(-c3ccccc3)c12	-7	-1	-5	-3	-1	5	-7	-17	4	5
O=C(C1CCCCC1)N1CCc2ccccc21	1	-10	-2	0	0	-5	-1	4	-4	-2
O=C(C[n+]1ccccn1)c1ccccc1	-5	8	3	5	-1	5	4	-1	4	-1
COC(=O)CN(C(=S)Nc1ccc(F)cc1)C1CC(=O)N(c2ccccc2)C1=O (stereo unspecified)	4	-6	2	10	-2	-12	7	10	3	-2
O=C1CC(N2CCN(c3ccccn3)CC2)C(=O)N1CC(c1ccccc1)c1ccccc1 (stereo unspecified)	-2	-14	-6	-6	10	-3	-9	1	-9	1
Cc1ccc(C(=O)C2OC(=O)C(C)(C)C(=O)C2(C)C)cc1 (stereo unspecified)	-6	-10	2	-2	-2	-7	-19	1	0	-7
CC(C)Sc1ccccc1C(=O)Nc1ccc2c(c1)n(C)c(=O)n2C	-6	2	1	2	-3	2	-3	0	-2	-1
CCCOc1ccc(-c2nnn(CC(=O)N3CCCC(C)C3)n2)cc1 (stereo unspecified)	8	0	1	3	-5	0	-3	-3	2	-4
O=C(CSc1nnc(-c2ccc(S(=O)(=O)N3CCOCC3)cc2)o1)c1ccccc1F	1	5	1	-5	0	5	-5	-4	0	-2
OCCCn1c(-c2ccccc2)nc(=S)c2c1CCCC2	0	5	-3	8	-3	0	0	3	-2	0
O=C(O)c1nn(-c2cccc(Cl)c2)c(=O)cc1O	2	5	17*	7	1	5	11	7	4	0
CN(C)/C=C(\C(=O)c1cccc(Cl)c1)c1nnnn1-c1ccccc1	6	2	0	2	1	3	12	6	1	-4
CCNc1ccc(S(=O)(=O)C(F)(F)F)cc1NC(=O)C12CCC(CC1)C2	10	-6	-1	0	-1	3	6	-1	0	0
N#Cc1ccc(N2CCc3ccccc3C2)c([N+](=O)[O-])c1	3	-9	3	0	3	-14	-7	-3	1	-5
CC(=O)NCCNc1nc(NCC2CC2)nc2cc(-c3ccccc3)sc12	-1	nt	0	1	0	7	3	-5	1	-2
CC1CCN(c2nc3c(N)ncnc3n2[C@@H]2O[C@H](CO)[C@@H](O)[C@H]2O)CC1	-2	0	1	0	-1	-1	23	3	-2	-3
Cc1ccnc(NC(=O)c2cc3ccccc3oc2=O)c1	-5	-3	-5	4	0	-1	2	-4	0	2
CCOc1ccc(-n2c(SCC(=O)Nc3ccc4cn[nH]c4c3)nnc2-c2ccc(C(C)(C)C)cc2)cc1	nt	nt	-1	1	2	-13	4	-7	12	-1
CCOC(=O)c1cnc(-n2nc(C)cc2C)nc1Nc1ccc(N(C)C)cc1	1	21	4	6	1	11	5	-6	-3	2
COc1ccc(Nc2nc(-c3cccc([N+](=O)[O-])c3)nc3ccccc23)c(OC)c1	-2	4	3	1	-4	5	2	-19	2	4
CCOc1ccc(Cc2nn[nH]n2)cc1	-6	4	4	-2	4	-6	-1	8	-3	4
O=C(O)c1ccccc1C(=O)Nc1ccc(Br)c(C(F)(F)F)c1	-1	-2	1	3	-6	-2	13	-5	-1	-2
COc1ccccc1/C=C/CN1CCCCC1	7	4	0	6	-2	7	22	1	1	1
CN(CCCC(=O)O)c1ccc(N=Nc2ccc([N+](=O)[O-])cc2)cc1	1	10	1	0	-9	4	1	-6	6	-3
Clc1ccc(Cn2ncc3c(N4CCOCC4)ncnc32)cc1	2	5	0	4	-1	-2	6	10	-4	1
COc1ccc(C(=O)NC(=S)NNC(=O)c2cccc(C)c2)cc1	4	nt	2	-1	3	1	-9	3	14	-4
COc1ccccc1-c1cc(C(=O)NCc2ccc(Cl)cc2)no1	1	-6	-2	-17	2	0	11	10	-1	3
CN1CCC(C2(O)c3ccccc3CCc3ccccc32)CC1	-2	-1	1	-2	-1	-5	-5	-7	0	0
CC(=O)N1[C@H](Cc2ccccc2)C=C[C@]1(C)C(=O)NCCN1CCOCC1	-5	-11	0	-2	-4	-9	-3	7	2	-1

3 compounds from above, sorted by length of the SMILES, lowest first.
SMILES	TCR CD3 inh	HTRA1 inhibitor	LEDGF integ inh	SIAE primary	PRMT1 inh	ABHD4 inh	TDP2 inh	GC-B act	rCAG RNA binder	MBD2 DNA inh
CN1CCC(C2(O)c3ccccc3CCc3ccccc32)CC1	-2	-1	1	-2	-1	-5	-5	-7	0	0
Clc1ccc(Cn2ncc3c(N4CCOCC4)ncnc32)cc1	2	5	0	4	-1	-2	6	10	-4	1
COc1ccc(Nc2nc(-c3cccc([N+](=O)[O-])c3)nc3ccccc23)c(OC)c1	-2	4	3	1	-4	5	2	-19	2	4

(listing goes on)
SMILES	TCR CD3 inh	HTRA1 inhibitor	LEDGF integ inh	SIAE primary	PRMT1 inh	ABHD4 inh	TDP2 inh	GC-B act	rCAG RNA binder	MBD2 DNA inh
CCOc1cc2[nH]c(=O)n(CCC(=O)NCCc3ccccc3)c(=O)c2cc1OCC	5	4	1	0	-2	-5	-5	0	3	3
CC(=O)Nc1ccc(C(=O)N2CCCCC2c2cc(C(=O)Nc3ccccc3)no2)cc1 (stereo unspecified)	2	nt	1	-4	-1	5	-3	-5	0	1
O=C(OCn1nnc2ccccc2c1=O)c1cc(-c2ccccc2)nc2ccccc12	3	-4	1	-11	1	-8	-7	0	-1	8
CC(C)CNS(=O)(=O)c1ccc(CCC(=O)Nc2cc(Cl)ccc2Oc2ccccc2)cc1	-3	-70	0	-33	3	-52	-3	1	6	4
CCN(CC)C(=O)c1ccccc1NC(=O)c1ccccc1C	-4	6	-3	-5	2	-3	1	-4	-3	0
O=C(CSc1nc2c(cnn2-c2ccccc2)c(=O)[nH]1)N1CCCCC1	-6	1	5	10	-4	-2	-18	-1	4	4
COc1cnn(-c2ccc(C)cc2)c(=O)c1Cl	4	6	-1	-1	1	-2	2	0	-2	0
CCOc1ncccc1C(=O)OCC(=O)NC(=O)c1ccccc1	6	8	-2	-2	-1	-2	-2	-1	1	3
Cc1ccn2c(/C=N/OCc3cccc(F)c3)c(-c3ccc(Cl)cc3)nc2c1	-2	3	-1	-5	4	-20	-4	1	8	10
COc1ccc(CCNC(=O)Cn2nnc(-c3cccc(OC)c3OC)n2)cc1OC	4	1	-2	1	-1	-3	-9	-1	0	0
COc1ccccc1C(=O)NC(=O)COC(=O)Cc1ccc(F)cc1	3	4	-4	3	2	7	1	-4	-1	0
CC(Oc1ccc2c3c(c(=O)oc2c1)CCC3)C(=O)NCc1ccccn1 (stereo unspecified)	0	5	-1	-2	0	0	-6	2	-2	-5
COc1cc(-n2c(C)nc3cc(C(=O)N4CCN(C(C)=O)CC4)ccc32)cc(OC)c1OC	nt	nt	0	-5	2	3	3	-1	4	4
NC(=O)[C@@H]1CC2(CC(c3cccc(NC(=O)[C@H]4CCC(=O)N4)c3)=NO2)CN1C(=O)COc1ccc(Cl)cc1 (stereo partly specified)	1	-3	1	0	-1	7	-4	3	2	-3
O=C(c1ccc(CN2CCOCC2)cc1)N1CCN(c2ccccc2F)CC1	-4	-1	0	-3	1	-3	-2	3	-11	1
Brc1ccc(OCCn2ccnc2)cc1	7	2	-3	-3	-1	3	-9	-2	-3	-1
COc1cccc(-c2cnc3c(NC(C)=O)cc(-c4cccc(C(=O)NCCO)c4)cn23)c1	-3	nt	2	-10	0	-21	-22	8	6	0
Cc1cc2cc(C=C(C#N)C#N)c(Cl)nc2cc1C	9	-1	-1	0	86*	8	-3	-4	-1	-7
O=[N+]([O-])c1cccc(C=NN=C2c3ccccc3-c3ccccc32)c1	-7	-2	-2	-5	2	-5	6	1	0	1
CCN(CC)C(=O)c1ncn2c1C(=O)NC[C@H]2C	-2	nt	0	-6	5	6	-4	-1	2	3
CCOC(=O)c1cc(C)sc1N1C(=O)C2C3C=CC(C3)C2C1=O (stereo unspecified)	4	2	1	-2	0	3	-8	5	-2	-6
CC(=O)N/N=C(/C)c1ccc(NC(=O)c2csc(C)c2C)cc1	-2	-6	-5	0	4	7	9	-4	0	2
